Screening results as filed in PubChem.
GSH bead fluor: GSH bead compound fluorescence profile | actives 0.25% (n = 190,000) | fluorescence (KMESF) at 10 µM | GSH beads flow cytometry, compound fluorescence 488/530 nm; active compounds read high; in the data active = fluorescence above about 89;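 note: glutathione beads carrying GST-tagged Bcl family fusion proteins plus one bare bead set; values are compound well signal with DMSO vehicle wells as background; inactives centre near 16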
Rac1 act GTP bind: alters GTP binding to activated mutant human Rac1. P63000. GST-Rac1 activated beads, fluorescent GTP binding, flow cytometry; actives lie on both sides; 100% means binding = to untreated wells. percent activity (GTP binding), % at 10 µM. actives 0.11% (n = 190,000);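 active = GTP binding at least 20 percentage points away from the 100% baseline, in either direction, so actives lie on both sides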
Rab7 wt GTP bind: modulators of GTP binding to dog Rab7 wildtype GTPase | GST-Rab7 beads, fluorescent GTP binding, flow cytometry; actives lie on both sides; untreated = 100%, excess cold GTP = 0% | GTP binding activity (percent of control), % at 10 µM | actives 0.055% (n = 190,000) | AID 758;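 active = fluorescent GTP binding to Rab7 beads changed by at least 20 points from the 100% baseline, either direction, mostly lower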;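 note: median green fluorescence of bound Bodipy-FL-GTP per Rab7 bead population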
Pf gametocyte: inhibitors of late stage P. falciparum gametocyte viability. P. falciparum stage V gametocytes, ATP luminescence, 24 h. inhibition, % at 10.9 µM. actives 0.065% (n = 150,000);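 active = inhibition above the mean plus 3 SD of compounds within the control limits, set per campaign, cut at about 38% in these data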;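 note: 0% = DMSO wells and 100% = medium only without gametocytes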
HRas wt GTP bind: modulators of GTP binding to human HRas wildtype | GST-Ras wt beads, Bodipy-FL-GTP binding, flow cytometry; actives lie on both sides | AID 759 | actives 0.14% (n = 190,000) | GTP binding activity, % at 10 µM | P01112;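 active = GTP binding activity at least 20% away from the 100% baseline, either lowered as inhibitor or raised as activator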;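 note: 0% = unlabeled GTP competition control and 100% = no-compound control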
Target sequence (P01112 whole entry, looked up): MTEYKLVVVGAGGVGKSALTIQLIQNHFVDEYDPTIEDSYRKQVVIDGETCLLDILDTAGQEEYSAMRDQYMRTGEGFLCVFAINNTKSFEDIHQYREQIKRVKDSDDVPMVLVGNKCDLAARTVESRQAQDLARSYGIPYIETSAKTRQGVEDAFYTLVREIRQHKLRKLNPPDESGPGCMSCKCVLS
Rab2A wt mod: changes GTP binding to wildtype dog Rab2A, up or down. actives 0.19% (n = 190,000). P61105. GTP binding activity, % at 10 µM. GST-Rab2 wt beads, Bodipy-GTP binding, flow cytometry;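 active = GTP binding activity at least 20 points away from 100%, either lowered or raised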;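 note: 0% = beads with excess unlabeled GTP and 100% = no-compound control corrected for plate trend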
Rac1 wt modul: human Rac1 wildtype GTP binding, inhibitors and activators. actives 0.27% (n = 190,000). GTP binding activity (% of control), % at 10 µM. GST-Rac1 beads, fluorescent GTP binding, flow cytometry; actives lie on both sides; 0 = cold GTP competed, 100 = untreated. P63000;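 active = GTP binding activity at least 20 points away from the 100% control level, either lower or higher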
Cdc42 wt: changes GTP binding to wildtype human Cdc42; P60953; actives 0.2% (n = 190,000); GST-Cdc42 beads, Bodipy-GTP binding, flow cytometry; actives lie on both sides; percent activity (GTP binding), % at 10 µM;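 active = percent activity GTP binding at least 20 points away from the 100% baseline, either down as inhibitor or up as activator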;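 note: median bead fluorescence of bound Bodipy-FL-GTP at 100 nM; 0% = excess unlabeled GTP control and 100% = no compound control; below 100% means less GTP binding so inhibitor and above means activator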
Target sequence (P60953 whole entry, looked up): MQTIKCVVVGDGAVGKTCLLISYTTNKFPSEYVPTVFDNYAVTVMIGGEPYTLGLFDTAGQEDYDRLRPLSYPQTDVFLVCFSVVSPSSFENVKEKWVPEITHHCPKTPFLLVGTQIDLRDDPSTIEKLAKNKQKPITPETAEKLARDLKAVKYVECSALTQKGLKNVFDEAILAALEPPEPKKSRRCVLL
Avidin fluor: compound fluoresces at 488/530 nm on avidin beads; fluorescence (KMESF) at 10 µM; AID 1775; compound fluorescence 488/530 nm, flow cytometry; active compounds read high; actives 0.38% (n = 220,000); in the data active = fluorescence above about 47; note: inactives centre near 10
Mcl1 Noxa PPI: disrupts binding of human Mcl-1 to Noxa peptide. AID 1022. inhibition, % at 21.7 µM. TR-FRET Mcl-1/Noxa peptide binding, 2 h. actives 1.5% (n = 220,000);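 active = compounds that cut the protein-peptide binding signal by more than 50% relative to plate controls in a single-dose test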;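 note: His-tagged Mcl-1 with rhodamine Noxa BH3 peptide and terbium anti-His antibody; 0% = Mcl-1 plus Noxa peptide wells and 100% = peptide-only wells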
Target sequence (Q07820 whole entry, looked up): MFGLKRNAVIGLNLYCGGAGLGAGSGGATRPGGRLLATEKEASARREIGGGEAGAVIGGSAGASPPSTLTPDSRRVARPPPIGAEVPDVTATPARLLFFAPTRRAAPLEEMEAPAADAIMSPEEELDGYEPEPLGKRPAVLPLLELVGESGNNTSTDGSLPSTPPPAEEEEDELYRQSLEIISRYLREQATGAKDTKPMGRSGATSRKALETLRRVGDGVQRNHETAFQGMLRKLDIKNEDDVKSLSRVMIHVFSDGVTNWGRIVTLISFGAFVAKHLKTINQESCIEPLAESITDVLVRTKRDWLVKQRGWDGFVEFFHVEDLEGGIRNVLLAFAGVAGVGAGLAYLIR
Mcl1-Bid inh: Mcl-1/Bid interaction inhibition; inhibition, % at 21.7 µM; actives 0.97% (n = 220,000); TR-FRET Mcl-1/Bid-Dy647 peptide binding, 1536-well; Q07820; AID 1021;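 active = compounds that cut the binding signal by more than half at the single screening dose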;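 note: His-tagged Mcl-1 with europium anti-His antibody binding Bid BH3 peptide; 0% = Mcl-1 plus peptide wells and 100% = peptide-only wells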
The depositor's hits bear a star. Rows were taken by chance (roughly 3% active in at least one column).

For CCOc1cc(/C=C2\C(=O)N(Cc3ccco3)C(C)=C2C(=O)OC)ccc1O the results were GSH bead fluor 16, Rac1 act GTP bind 96, Rab7 wt GTP bind 96, Pf gametocyte 4, HRas wt GTP bind 96, Rab2A wt mod 94, Rac1 wt modul 101, Cdc42 wt 94, Avidin fluor 9, Mcl1 Noxa PPI 41 and Mcl1-Bid inh -41.
For Cc1ccc(NC(=O)c2cc(NC(=O)C3CC=CCC3C(=O)O)ccc2N2CCOCC2)cc1 (stereo not given) the results were GSH bead fluor 16, Rac1 act GTP bind 94, Rab7 wt GTP bind 94, HRas wt GTP bind 97, Rab2A wt mod 95, Rac1 wt modul 91, Cdc42 wt 97, Avidin fluor 20, Mcl1 Noxa PPI 14 and Mcl1-Bid inh -12.
For COCCn1c(C)cc(C(=O)COC(=O)CNC(=O)c2ccccc2)c1C the results were GSH bead fluor 23, Rac1 act GTP bind 97, Rab7 wt GTP bind 99, Pf gametocyte 25, HRas wt GTP bind 97, Rab2A wt mod 101, Rac1 wt modul 107, Cdc42 wt 103, Avidin fluor 11, Mcl1 Noxa PPI -6 and Mcl1-Bid inh -13.
Screening CC(CN1CCOCC1)C(=O)c1ccccc1 (stereo not given) returned GSH bead fluor 16, Rac1 act GTP bind 99, Rab7 wt GTP bind 101, HRas wt GTP bind 102, Rab2A wt mod 102, Rac1 wt modul 109, Cdc42 wt 103, Avidin fluor 7, Mcl1 Noxa PPI 14 and Mcl1-Bid inh 26.
`COCC(C)n1c(C)cc(C(=O)CSc2nc3ccccc3c(=O)[nH]2)c1C` (stereo not given) gave GSH bead fluor 16, Rac1 act GTP bind 100, Rab7 wt GTP bind 101, Pf gametocyte 5, HRas wt GTP bind 104, Rab2A wt mod 102, Rac1 wt modul 106, Cdc42 wt 105, Avidin fluor 33, Mcl1 Noxa PPI 10 and Mcl1-Bid inh -27.
For COC(=O)c1sc(S(=O)(=O)Nc2ccc(C)cc2)c(C(=O)OC)c1C the results were GSH bead fluor 16, Rac1 act GTP bind 96, Rab7 wt GTP bind 98, Pf gametocyte -2, HRas wt GTP bind 96, Rab2A wt mod 96, Rac1 wt modul 101, Cdc42 wt 96, Avidin fluor 8, Mcl1 Noxa PPI 7 and Mcl1-Bid inh -9.
`COc1ccccc1OCC(=O)NNC(=O)C(=O)N1CCCC1` gave GSH bead fluor 11, Rac1 act GTP bind 99, Rab7 wt GTP bind 99, HRas wt GTP bind 101, Rab2A wt mod 99, Rac1 wt modul 104, Cdc42 wt 104, Avidin fluor 21, Mcl1 Noxa PPI -6 and Mcl1-Bid inh -22.
`O=C(c1ccco1)n1nc(NCc2ccccc2)nc1NCc1ccccc1` gave GSH bead fluor 34, Rac1 act GTP bind 97, Rab7 wt GTP bind 102, Pf gametocyte -58, HRas wt GTP bind 100, Rab2A wt mod 101, Rac1 wt modul 104, Cdc42 wt 100, Avidin fluor 15, Mcl1 Noxa PPI 6 and Mcl1-Bid inh 2.
`CCCCn1c(N)c(N(CCC(C)C)C(=O)COC(=O)c2ccccc2)c(=O)[nH]c1=O` gave GSH bead fluor 13, Rac1 act GTP bind 98, Rab7 wt GTP bind 105, HRas wt GTP bind 99, Rab2A wt mod 98, Rac1 wt modul 98, Cdc42 wt 95, Avidin fluor 11, Mcl1 Noxa PPI 3 and Mcl1-Bid inh -20.
`O=C1c2ccccc2C(=O)N1CCn1nc(Cl)nc1Cl` gave GSH bead fluor 10, Rac1 act GTP bind 101, Rab7 wt GTP bind 102, Pf gametocyte 5, HRas wt GTP bind 101, Rab2A wt mod 102, Rac1 wt modul 100, Cdc42 wt 101, Avidin fluor 15, Mcl1 Noxa PPI -7 and Mcl1-Bid inh -13.
For Cc1ccc(C)c(N(CC(=O)N/N=C/c2ccc(-c3ccc([N+](=O)[O-])cc3)o2)S(=O)(=O)c2ccccc2)c1 the results were GSH bead fluor 12, Rac1 act GTP bind 99, Rab7 wt GTP bind 105, Pf gametocyte 6, HRas wt GTP bind 100, Rab2A wt mod 100, Rac1 wt modul 102, Cdc42 wt 100, Avidin fluor 8, Mcl1 Noxa PPI 30 and Mcl1-Bid inh -16.
For CC(C)Oc1ccc(N2CC(C(=O)NC3=NCCS3)CC2=O)cc1 (stereo not given) the results were GSH bead fluor 10, Rac1 act GTP bind 97, Rab7 wt GTP bind 104, HRas wt GTP bind 101, Rab2A wt mod 100, Rac1 wt modul 104, Cdc42 wt 100, Avidin fluor 12, Mcl1 Noxa PPI -8 and Mcl1-Bid inh -21.
Cc1cc2ncn(C(=O)N3CCCCCC3)c2cc1C was read as GSH bead fluor 97*, Rac1 act GTP bind 97, Rab7 wt GTP bind 95, HRas wt GTP bind 98, Rab2A wt mod 98, Rac1 wt modul 102, Cdc42 wt 101, Avidin fluor 2, Mcl1 Noxa PPI 3 and Mcl1-Bid inh -2.
O=C(CC1(O)C(=O)Nc2ccccc21)c1cccc(-n2cccc2)c1 (stereo not given) was read as GSH bead fluor 13, Rac1 act GTP bind 93, Rab7 wt GTP bind 101, Pf gametocyte -12, HRas wt GTP bind 96, Rab2A wt mod 95, Rac1 wt modul 94, Cdc42 wt 93, Avidin fluor 9, Mcl1 Noxa PPI -3 and Mcl1-Bid inh -55.
COc1ccc(Cc2nc(=S)[nH][nH]2)cc1Br was read as GSH bead fluor 9, Rac1 act GTP bind 93, Rab7 wt GTP bind 94, Pf gametocyte -5, HRas wt GTP bind 95, Rab2A wt mod 97, Rac1 wt modul 94, Cdc42 wt 96, Avidin fluor 7, Mcl1 Noxa PPI -25 and Mcl1-Bid inh -60.
Screening CCC(=O)Nc1ccc(S(=O)(=O)Nc2ccccn2)cc1 returned GSH bead fluor 24, Rac1 act GTP bind 94, Rab7 wt GTP bind 99, Pf gametocyte -2, HRas wt GTP bind 96, Rab2A wt mod 96, Rac1 wt modul 95, Cdc42 wt 94, Avidin fluor 10, Mcl1 Noxa PPI 0 and Mcl1-Bid inh -14.
Screening CC12CC3(C)CC(C)(C1)CC(C(=O)NC(=S)NC(C)(C)C)(C2)C3 returned GSH bead fluor 10, Rac1 act GTP bind 101, Rab7 wt GTP bind 99, Pf gametocyte 8, HRas wt GTP bind 102, Rab2A wt mod 102, Rac1 wt modul 107, Cdc42 wt 99, Avidin fluor 6, Mcl1 Noxa PPI 0 and Mcl1-Bid inh -18.
Screening O=C(Nc1ccc(N2CCOCC2)c(Cl)c1)c1ccc([N+](=O)[O-])o1 returned GSH bead fluor 18, Rac1 act GTP bind 96, Rab7 wt GTP bind 93, Pf gametocyte 5, HRas wt GTP bind 92, Rab2A wt mod 95, Rac1 wt modul 96, Cdc42 wt 95, Avidin fluor 10, Mcl1 Noxa PPI -13 and Mcl1-Bid inh -26.
For O=C(O)CCCn1nc(-c2ccccc2)c2ccccc21 the results were GSH bead fluor 12, Rac1 act GTP bind 96, Rab7 wt GTP bind 93, HRas wt GTP bind 98, Rab2A wt mod 97, Rac1 wt modul 97, Cdc42 wt 98, Avidin fluor 7, Mcl1 Noxa PPI 6 and Mcl1-Bid inh 6.
Screening CC(=O)NCC(=O)OCC(=O)Nc1ccc(C(C)=O)cc1 returned GSH bead fluor 25, Rac1 act GTP bind 96, Rab7 wt GTP bind 96, HRas wt GTP bind 97, Rab2A wt mod 98, Rac1 wt modul 97, Cdc42 wt 101, Avidin fluor 14, Mcl1 Noxa PPI -16 and Mcl1-Bid inh -9.
Screening Cc1cc(C(=O)OCC(=O)c2cccc([N+](=O)[O-])c2)c2cccc(C)c2n1 returned GSH bead fluor 34, Rac1 act GTP bind 92, Rab7 wt GTP bind 96, HRas wt GTP bind 94, Rab2A wt mod 93, Rac1 wt modul 92, Cdc42 wt 93, Avidin fluor 8, Mcl1 Noxa PPI 19 and Mcl1-Bid inh 3.
`Cc1ccc(C(=O)N/N=C\c2sccc2C)cn1` gave GSH bead fluor 21, Rac1 act GTP bind 97, Rab7 wt GTP bind 96, Pf gametocyte -15, HRas wt GTP bind 94, Rab2A wt mod 96, Rac1 wt modul 94, Cdc42 wt 95, Avidin fluor 5, Mcl1 Noxa PPI 12 and Mcl1-Bid inh 12.
Cc1sc2cc3c(c(C(=O)c4ccccc4)[n+]2c1C)-c1cccc2cccc-3c12 was read as GSH bead fluor 8, Rac1 act GTP bind 103, Rab7 wt GTP bind 103, Pf gametocyte 13, HRas wt GTP bind 102, Rab2A wt mod 98, Rac1 wt modul 106, Cdc42 wt 102, Avidin fluor 5, Mcl1 Noxa PPI 23 and Mcl1-Bid inh -25.
COC(=O)c1ccccc1NC(=O)CSc1nc(O)c(-c2ccccc2)c(=O)[nH]1 was read as GSH bead fluor 11, Rac1 act GTP bind 91, Rab7 wt GTP bind 102, Pf gametocyte -19, HRas wt GTP bind 95, Rab2A wt mod 95, Rac1 wt modul 96, Cdc42 wt 94, Avidin fluor 10, Mcl1 Noxa PPI 17 and Mcl1-Bid inh -40.
O=C(Nc1ccc2[nH]c(=O)[nH]c2c1)c1ccc(Cl)c(Cl)c1 was read as GSH bead fluor 14, Rac1 act GTP bind 92, Rab7 wt GTP bind 103, HRas wt GTP bind 95, Rab2A wt mod 93, Rac1 wt modul 93, Cdc42 wt 94, Avidin fluor 9, Mcl1 Noxa PPI 17 and Mcl1-Bid inh -7.
CC(C)C(O)(C#CCN1CCCC1)c1ccccc1 (stereo not given) was read as GSH bead fluor 21, Rac1 act GTP bind 100, Rab7 wt GTP bind 99, Pf gametocyte 10, HRas wt GTP bind 104, Rab2A wt mod 102, Rac1 wt modul 99, Cdc42 wt 104, Avidin fluor 13, Mcl1 Noxa PPI 34 and Mcl1-Bid inh 32.
`O=C(Nc1ccccc1OC(F)F)c1oc2ccccc2c1COc1ccccc1` gave GSH bead fluor 10, Rac1 act GTP bind 100, Rab7 wt GTP bind 102, Pf gametocyte -10, HRas wt GTP bind 100, Rab2A wt mod 100, Rac1 wt modul 101, Cdc42 wt 97, Avidin fluor 4, Mcl1 Noxa PPI 22 and Mcl1-Bid inh 6.
CC(C)CCNC(=O)/C=C/c1ccc(Br)cc1 was read as GSH bead fluor 31, Rac1 act GTP bind 98, Rab7 wt GTP bind 99, HRas wt GTP bind 101, Rab2A wt mod 100, Rac1 wt modul 102, Cdc42 wt 100, Avidin fluor 10, Mcl1 Noxa PPI 25 and Mcl1-Bid inh 4.
`COc1cccc(-n2c(SCC(=O)Nc3cc(C)on3)nc3c([nH]c4ccccc43)c2=O)c1` gave GSH bead fluor 17, Rac1 act GTP bind 94, Rab7 wt GTP bind 98, HRas wt GTP bind 96, Rab2A wt mod 96, Rac1 wt modul 100, Cdc42 wt 95, Avidin fluor 6, Mcl1 Noxa PPI 16 and Mcl1-Bid inh -36.
